High-throughput results from PubChem.
Statin myotox sup = suppressors of statin myotoxicity in C2C12 myotubes, primary screen, cell-based, single point, plate reader; C2C12 myotubes + simvastatin, ATP luminescence, 48 h; scaled: DMSO 0, geranylgeraniol control 100; rescue of ATP level, % at 7.49 µM; actives 0.78% (n = 330,000); AID 602340, 2012;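 active = mean ATP rescue above about 67%, or every replicate alone reaching that limit, limit read from the data, passing the limit was not always enough; inconclusive = no clear call, values can overlap the other calls; inactive = mean under the limit and some replicate under it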;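 also: myotubes were challenged with 10 µM simvastatin during compound exposure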
LGR2 inh = inhibitors of bursicon-induced LGR2 CRE-luciferase signal, primary screen, cell-based, HEK293, CRE-luciferase reporter, bursicon stimulation; Drosophila bursicon receptor LGR2 (rickets); bursicon-stimulated, 4 h; inhibition, % at 9.99 µM; actives 0.35% (n = 380,000);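 active = drop in luminescence signal, shown as inhibition above about 50% in the replicate tests, limit read from the data, passing the limit was not always enough; inconclusive = probably only some replicates passing the limit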;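 also: agonist challenge used bursicon conditioned medium at about half maximal strength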
SIRT5 inh = SIRT5 desuccinylase inhibitors, primary screen, biochemical, fluorescence imaging, single point, set 5. NAD-dependent protein deacylase sirtuin-5, mitochondrial (Homo sapiens), Q9NXA8. Purified SirT5, succinyl-peptide AMC, trypsin-coupled fluorescence. inhibition, % at 15 µM. actives 1.1% (n = 330,000); in the data active = inhibition above about 15%; inconclusive = no clear call, values can overlap the other calls
S100A4 MyoIIA = inhibitors of S100A4-myosin IIA peptide binding, primary screen, biochemical, fluorescence polarization, TAMRA-MyoIIA peptide; inhibition, % at 10.7 µM; actives 0.14% (n = 360,000); AID 652163, 2013;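 active = mean inhibition of at least 70% across replicates, with every replicate also reaching that level; inconclusive = mean inhibition reaches 70% but some replicates fall short; inactive = mean inhibition below 70%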
Target sequence (P26447 whole entry, looked up): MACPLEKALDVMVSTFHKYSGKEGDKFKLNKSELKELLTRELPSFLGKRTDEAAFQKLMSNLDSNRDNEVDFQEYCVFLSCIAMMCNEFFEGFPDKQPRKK
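Compound dosing: one dose per compound; test system: human S100A4 monomer with TAMRA-labelled myosin IIA peptide; probe or stimulus: TAMRA-labelled myosin IIA heavy-chain peptide probe, 5 nM; medium: HEPES buffer with Ca2+, pH 7.2; schedule: 5 min incubation before reading; benchmarks: neutral control DMSO, positive control TFP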
ERAP1 HTS inh = human ERAP1 aminopeptidase inhibitors, primary screen, biochemical, single point, plate reader; Endoplasmic reticulum aminopeptidase 1 (Homo sapiens), Q9NZ08; recombinant ERAP1, Leu-AMC fluorescence, 60 min; actives 0.15% (n = 340,000); inhibition, % at 10.7 µM;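 active = mean replicate inhibition of at least 30%, or all replicates individually reaching that 30% level; inactive = mean below 30% and not every replicate reaching it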;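 also: 0% = neutral control wells and 100% = L-leucinethiol positive control wells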
Target sequence (Q9NZ08 whole entry, looked up): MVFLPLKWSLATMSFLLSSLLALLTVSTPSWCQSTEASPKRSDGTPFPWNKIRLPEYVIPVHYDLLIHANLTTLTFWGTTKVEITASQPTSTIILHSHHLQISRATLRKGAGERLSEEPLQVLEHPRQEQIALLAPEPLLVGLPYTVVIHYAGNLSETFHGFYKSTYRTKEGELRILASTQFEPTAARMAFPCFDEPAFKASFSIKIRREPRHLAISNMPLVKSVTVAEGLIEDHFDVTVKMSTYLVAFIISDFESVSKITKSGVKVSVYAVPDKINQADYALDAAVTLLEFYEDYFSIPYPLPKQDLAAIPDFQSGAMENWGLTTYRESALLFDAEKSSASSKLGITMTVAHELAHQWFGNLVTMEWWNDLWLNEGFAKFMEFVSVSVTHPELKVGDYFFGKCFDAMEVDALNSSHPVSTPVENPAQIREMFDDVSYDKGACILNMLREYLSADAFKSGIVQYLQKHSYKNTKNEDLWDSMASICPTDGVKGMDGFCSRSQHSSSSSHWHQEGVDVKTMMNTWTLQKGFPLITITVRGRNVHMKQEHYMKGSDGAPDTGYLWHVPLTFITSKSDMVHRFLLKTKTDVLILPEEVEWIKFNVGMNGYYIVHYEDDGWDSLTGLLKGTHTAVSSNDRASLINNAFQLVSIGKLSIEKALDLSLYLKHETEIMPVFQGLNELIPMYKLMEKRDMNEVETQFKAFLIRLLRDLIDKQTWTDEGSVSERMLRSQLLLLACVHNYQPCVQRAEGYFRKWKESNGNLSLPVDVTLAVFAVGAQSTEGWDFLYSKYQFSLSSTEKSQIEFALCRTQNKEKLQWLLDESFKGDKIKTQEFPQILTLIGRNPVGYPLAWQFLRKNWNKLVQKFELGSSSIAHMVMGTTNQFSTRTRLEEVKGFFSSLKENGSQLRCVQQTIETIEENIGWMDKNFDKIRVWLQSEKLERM
Cneo AK release = Cryptococcus neoformans cell lysis inducers, primary screen, AK release luminescence, single concentration | C. neoformans lysis, adenylate kinase release luminescence, 4 h; normalised: neutral wells 0, clomiphene wells 100 | lysis activity, % at 15 µM | AID 651654, 2012 | actives 0.2% (n = 360,000);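 active = mean lysis activity across replicates of at least 80%, whatever share of replicates individually reach that level; inactive = mean lysis activity below 80%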
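Material: C. neoformans cells | Amount: Yeast cell density of 5 × 10^6 cells/mL | Medium: Fresh YPD growth medium | Dosing: Single dose | Times: Static 4 h at 37 °C with compound, 1 h detection | Detection: AK luminescence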
XiGFP reactiv = activators of inactive X chromosome reactivation, primary screen, imaging, XiGFP fibroblasts, GFP high-content imaging, set 2; XiGFP mouse fibroblasts, % GFP-positive cells imaging, 3 d; cells co-treated with 5-aza-dC sensitizer; scaled so ellipticine positive control = 100%; activation, % at 7.58 µM; actives 0.055% (n = 360,000);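 active = mean normalized replicate activation at least 10% and every replicate at or above 10%; inconclusive = only one of the two criteria met; inactive = mean below 10% and not all replicates reach 10%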;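 also: 0% = median of on-plate neutral control wells and 100% = ellipticine 6 µM median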
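Assay system: SV40-immortalized XiGFP fibroblast cells, line 68-5-11; buffer or medium: DMEM plus 5-aza-dC sensitizer; compound: one concentration, pinned; timing: compounds 3 days, fix/stain 15 min at room temperature; benchmarks: positive control ellipticine, 6 µM final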
PGC1a acetyl inh = inhibitors of PGC1a acetylation signal, primary screen, cell-based, U2OS, AlphaScreen, inhibitor mode | AlphaScreen anti-acetyl-lysine; with virally co-expressed GCN5 acetyltransferase | inhibition, % at 15.6 µM | actives 0.17% (n = 350,000);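 active = every replicate shows inhibition of at least 40%; inconclusive = mean inhibition at least 40% but some replicate below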;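 also: 0% = neutral control wells and 100% = positive control wells; some results beyond the cut were filed as inactive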
The depositor's hits bear a star; ? = inconclusive; . = not tested or not shown. A portion of the library. The share of hits here may be higher or lower than overall.

1	CO[C@H]1CN(C)C(=O)c2cc(NC(=O)NC(C)C)ccc2OC[C@H](C)N(Cc2ccc(-c3ccccn3)cc2)C[C@H]1C
2	Cc1noc(C)c1S(=O)(=O)N1CCC(C(N)=O)CC1
3	COc1ccc(S(=O)(=O)N2CCCCC2)cc1NC(=O)c1cccc(S(=O)(=O)N2CCOCC2)c1
4	C[C@@H]1CCCCO[C@H](CN(C)C(=O)Nc2ccc3c(c2)OCO3)[C@H](C)CN([C@@H](C)CO)C(=O)c2cc(NC(=O)C3CCCCC3)ccc2O1
5	C=CCn1c(COc2ccccc2)nnc1SCc1ccc(C#N)cc1
6	O=[N+]([O-])c1cc(S(=O)(=O)Nc2ccccc2)ccc1NCc1cccnc1
7	CN1CCN(c2ncnc3c2ncn3[C@H]2CN(Cc3ccc(F)cc3)C[C@@H](CO)O2)CC1
8	CNC(=O)c1cccc(NC(=O)c2ccccc2OCc2ccccc2)c1
compound no.,1,2,3,4,5,6,7,8
PGC1a acetyl inh,1.8,.,-9.8,23.3,-8.6,17.1,6.1,.
LGR2 inh,4.7,-6.6,-2.5,14.4,-13.9,-10.4,-5.1,14.6
Cneo AK release,-0.1,0.4,-2.3,35.6,12.0,0.8,-0.6,-2.4
ERAP1 HTS inh,-2.2,-3.7,-3.1,-0.2,.,.,-0.7,-3.9
SIRT5 inh,4.2,-2.9,-3.4,4.6,.,.,-2.2,3.7
XiGFP reactiv,0.0,0.1,-0.1,0.1,.,0.0,0.0,0.0
Statin myotox sup,4.9,4.0,15.7,.,21.8,.,22.5,6.7
S100A4 MyoIIA,2.5,-4.6,-0.5,-4.2,.,.,-9.2,5.5

9	Cc1ccc(-c2csc(N)n2)cc1
10	CO[C@@H]1CN(C)C(=O)c2ccc(NC(=O)C3CCCCC3)cc2OC[C@H](C)N(Cc2cccnc2)C[C@@H]1C
11	COc1ccc(C(=O)N2CCCC(c3cc(C(=O)NCc4cccnc4)no3)C2)cc1 (centres undefined)
12	C=CCN1C(=O)c2ccc(C(=O)N(C)Cc3ccc(C)o3)cc2C1=O
13	Cc1ccccc1NC(NC(=O)OCCn1c([N+](=O)[O-])cnc1C)C(Cl)(Cl)Cl (centres undefined)
14	CC(C)NC(=O)N(C)C[C@@H]1Oc2ccc(NS(C)(=O)=O)cc2C(=O)N([C@H](C)CO)C[C@H]1C
15	O=C(CN(Cc1ccccc1F)C(=O)c1csnn1)NCc1ccc2c(c1)OCO2
16	CC(Oc1ccc2c3c(c(=O)oc2c1)CCCC3)C(=O)NC1CC(C)(C)NC(C)(C)C1 (centres undefined)
compound no.,9,10,11,12,13,14,15,16
PGC1a acetyl inh,-2.2,-6.9,-15.2,.,-1.0,-6.5,.,2.7
LGR2 inh,-36.0,-9.6,7.4,18.1,-5.3,5.1,6.8,8.9
Cneo AK release,-0.4,.,-1.0,-5.3,1.1,-9.7,2.6,-3.4
ERAP1 HTS inh,-6.6,.,10.8,1.1,7.4,.,-1.4,-6.7
SIRT5 inh,.,.,.,-1.5,-1.5,.,-2.9,-12.8
XiGFP reactiv,0.4,0.2,0.1,0.3,-0.1,-1.3,0.1,-0.1
Statin myotox sup,-5.3,11.7,-3.3,1.9,.,2.7,1.3,5.5
S100A4 MyoIIA,3.0,.,-4.4,2.6,1.7,4.1,-0.8,4.0

17	CCOC(=O)c1c(C)c(C(=O)NCCCN2CCCC2=O)c(C)n1CC
18	CCS(=O)(=O)N1CCC2(CC1)CN(CC1CCOCC1)[C@H](CO)c1c2c2ccc(OC)cc2n1C
19	O=C(Nc1cccc(-n2cnnn2)c1)c1cccs1
20	CN(C)/C=C/C(=O)c1cnc(-c2ccccc2)s1
21	Cc1nn(CC(=O)NC(C)CCc2ccccc2)c(=O)c2nn(-c3ccccc3)c(C)c12 (centres undefined)
22	Oc1ccc(C[C@@H](CN2CCCC2CN2C(=S)NC[C@@H]2Cc2ccccc2)N2C[C@H](Cc3ccccc3)N(CC3CCCCC3)C2=S)cc1 (some centres undefined)
23	O=C(c1cccs1)N1C[C@@H](O)[C@H](n2cc(-c3ccc(F)cc3)nn2)C[C@@H]1c1ccc(Cl)cc1
24	COc1ccc(C(CCNCc2ccc(OC(C)C)cc2)C(C)C)cc1 (centres undefined)
compound no.,17,18,19,20,21,22,23,24
PGC1a acetyl inh,-5.8,8.7,-0.4,19.7,-7.0,.,8.1,-0.3
LGR2 inh,9.9,-2.7,-0.1,4.7,21.0,-13.0,6.7,15.1
Cneo AK release,.,.,-0.6,0.1,8.0,.,-0.4,2.7
ERAP1 HTS inh,2.8,-0.4,-2.5,8.3,0.5,0.4,-3.6,-3.0
SIRT5 inh,2.0,-0.2,-1.2,-4.3,2.5,-3.6,-2.8,-3.4
XiGFP reactiv,.,0.0,0.0,0.1,0.2,0.5,0.2,0.0
Statin myotox sup,?,.,-7.6,9.4,-1.7,.,-1.6,.
S100A4 MyoIIA,-1.3,2.1,-1.3,-1.6,3.7,-10.1,-4.2,-20.1

25	Cc1ccc(CNC(=S)Nc2ccc(NS(=O)(=O)c3ccc(C)cc3)cc2)cc1
26	CC(C)NC[C@H](O)COc1cccc2[nH]ccc12
27	CC(C)CNC(=O)CCc1nc(-c2ccccc2)no1
28	Cc1cccc(C(=O)NCC(=O)N2CC=C(c3ccccc3)CC2)c1
29	O=C1NC[C@H](Cc2ccccc2)N(C[C@H]2CCCN2C[C@H](Cc2ccccc2)N2C[C@H](Cc3ccccc3)N(CC3CCCCC3)C(=O)C2=O)C1=O
30	CCOc1ccc(Br)cc1S(=O)(=O)NC1CCCC1
31	COC(=O)C1=C(C)N(C)C(=S)NC1c1ccccc1 (centres undefined)
32	C[C@H](CO)N1C[C@H](C)[C@H](CN(C)Cc2ccccc2)Oc2c(NC(=O)c3ccc(-c4nccs4)cc3)cccc2C1=O
compound no.,25,26,27,28,29,30,31,32
PGC1a acetyl inh,.,4.3,.,-1.4,5.2,-12.4,.,1.8
LGR2 inh,15.6,-11.8,-5.1,5.6,42.5,-11.3,7.5,-7.5
Cneo AK release,-0.4,-0.6,-0.5,0.0,1.9,-1.0,.,-4.4
ERAP1 HTS inh,-3.3,4.1,1.3,-0.4,-2.0,-2.2,-1.8,-2.5
SIRT5 inh,1.5,-2.7,-1.1,-0.1,-5.8,-0.3,.,0.5
XiGFP reactiv,-0.2,-0.1,-0.1,0.0,0.0,-1.0,-0.1,0.0
Statin myotox sup,.,-9.3,4.5,-9.3,1.4,-2.9,.,-6.1
S100A4 MyoIIA,-4.6,4.1,10.5,11.1,-4.3,-0.8,0.3,6.2

33	CCOc1ccc(CNC(=O)C2CCN(C(=O)N3CC(C)Oc4ccccc43)CC2)cc1 (centres undefined)
34	Cc1cc(OCC(=O)OCC(=O)NC2CCCCCC2)ccc1Cl
35	CO[C@H]1CN(C)C(=O)c2ccc(NC(C)=O)cc2OC[C@H](C)N(C(=O)c2ccccc2)C[C@H]1C
36	COc1cccc(-n2nnc3c(=O)n(Cc4cccc(F)c4)cnc32)c1
37	COc1cc(NC(=O)CN2C(=O)NC(C)(c3ccc4ccccc4c3)C2=O)c(C)cc1[N+](=O)[O-] (centres undefined)
38	FC(F)(F)c1ccccc1Cc1c(-c2ccccc2)nc2ccc(Br)cn12
39	O=C(NCc1cccs1)c1cc(S(=O)(=O)N2CCCCC2)ccc1Cl
40	COc1ccccc1-c1cnc2c(c1)C(=O)N([C@H](C)CO)C[C@@H](C)[C@@H](CN(C)Cc1ccccc1)O2
compound no.,33,34,35,36,37,38,39,40
PGC1a acetyl inh,-0.9,-0.4,8.6,-9.4,.,1.9,14.9,-6.8
LGR2 inh,2.1,-0.6,-2.3,10.3,.,-43.9,-8.9,2.0
Cneo AK release,4.1,2.8,-2.4,5.0,1.5,-0.7,1.5,-0.8
ERAP1 HTS inh,3.1,-1.7,-4.5,.,5.0,.,2.7,-1.3
SIRT5 inh,1.1,-1.1,-2.9,.,-3.8,-2.1,1.3,-2.8
XiGFP reactiv,-0.1,-0.1,-0.1,.,0.1,0.0,.,-0.6
Statin myotox sup,-2.2,13.1,3.8,-7.4,1.9,-1.9,-1.1,17.0
S100A4 MyoIIA,7.0,-1.7,-4.2,.,2.5,21.0,4.4,-8.2

41	Cc1ccc(S(=O)(=O)NCc2ccccc2)cc1C(=O)NCC(=O)Nc1c(C)cccc1C
42	O=C(NCc1ccccc1CN1CCCC1)c1cc2ccccc2o1
43	CC(=O)N[C@H]1CC[C@H](CCNC(=O)C2CCCCC2)O[C@@H]1CO
44	O=C(NCC1CCN(Cc2ccccc2)CC1)[C@H]1O[C@@H](n2ccc(=O)[nH]c2=O)[C@H](O)[C@@H]1O
compound no.,41,42,43,44
PGC1a acetyl inh,.,-16.3,1.5,.
LGR2 inh,10.4,7.4,-7.4,2.4
Cneo AK release,.,-1.4,.,.
ERAP1 HTS inh,4.6,-0.1,-0.7,.
SIRT5 inh,.,-6.8,-1.0,1.6
XiGFP reactiv,0.1,0.1,-0.2,0.5
Statin myotox sup,.,-4.3,.,.
S100A4 MyoIIA,-2.9,-2.6,11.3,-4.6

A section from further up, as a working copy:
39	O=C(NCc1cccs1)c1cc(S(=O)(=O)N2CCCCC2)ccc1Cl
40	COc1ccccc1-c1cnc2c(c1)C(=O)N([C@H](C)CO)C[C@@H](C)[C@@H](CN(C)Cc1ccccc1)O2
41	Cc1ccc(S(=O)(=O)NCc2ccccc2)cc1C(=O)NCC(=O)Nc1c(C)cccc1C
compound no.,39,40,41
PGC1a acetyl inh,14.9,-6.8,.
LGR2 inh,-8.9,2.0,10.4
Cneo AK release,1.5,-0.8,.
ERAP1 HTS inh,2.7,-1.3,4.6
SIRT5 inh,1.3,-2.8,.
XiGFP reactiv,.,-0.6,0.1
Statin myotox sup,-1.1,17.0,.
S100A4 MyoIIA,4.4,-8.2,-2.9
